Screening data deposited in PubChem BioAssay by The Scripps Research Institute Molecular Screening Center.
FBW7 activator = FBW7 E3 ligase activators, primary screen, biochemical, AlphaScreen, human | F-box/WD repeat-containing protein 7 (Homo sapiens), Q969H0 | normalized activity (activation), % at 26.1 µM | 650,000 compounds, 0.13% hits | AlphaScreen FBW7–phospho-cyclin E peptide binding, activator screen; in the data active means normalized activity above about 1.9%;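 further: purified mutant Fbw7 with reduced substrate affinity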
Target sequence (Q969H0 whole entry, looked up): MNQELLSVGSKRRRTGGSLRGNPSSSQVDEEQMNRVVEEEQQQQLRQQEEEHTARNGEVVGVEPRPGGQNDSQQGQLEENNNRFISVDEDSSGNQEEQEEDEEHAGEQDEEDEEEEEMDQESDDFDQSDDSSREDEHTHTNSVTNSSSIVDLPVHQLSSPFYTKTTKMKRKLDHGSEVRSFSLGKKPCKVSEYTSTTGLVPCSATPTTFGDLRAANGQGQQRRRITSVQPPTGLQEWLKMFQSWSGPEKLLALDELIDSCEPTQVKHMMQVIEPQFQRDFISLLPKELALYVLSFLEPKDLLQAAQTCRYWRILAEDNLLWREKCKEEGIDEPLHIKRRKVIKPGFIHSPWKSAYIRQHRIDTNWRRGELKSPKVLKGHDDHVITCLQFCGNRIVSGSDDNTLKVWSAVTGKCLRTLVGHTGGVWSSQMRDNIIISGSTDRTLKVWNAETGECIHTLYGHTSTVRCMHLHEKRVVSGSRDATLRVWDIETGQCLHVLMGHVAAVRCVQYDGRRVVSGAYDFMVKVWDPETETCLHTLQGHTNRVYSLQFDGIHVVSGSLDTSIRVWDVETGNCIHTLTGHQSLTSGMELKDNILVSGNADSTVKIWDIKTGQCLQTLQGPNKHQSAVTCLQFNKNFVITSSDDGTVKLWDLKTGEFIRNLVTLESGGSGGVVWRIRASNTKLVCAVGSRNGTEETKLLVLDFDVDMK
TEAD-YAP block = TEAD-YAP interaction inhibition, primary screen, TEAD-YAP interaction inhibitor project, luminescence, HEK-TIYL cells; 640,000 compounds, 1.4% hits; AID 1259422, 2018; TEAD-Gal4/YAP UAS-luciferase luminescence; inhibition, % at 9.12 µM; in the data active means inhibition above about 32%;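 further: 0% = median of test compound wells and 100% = reference inhibitor wells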
MITF inh = MITF inhibitors, primary screen, biochemical, AlphaScreen, human | inhibition, % at 2.6 µM | Microphthalmia-associated transcription factor (Homo sapiens), O75030 | 650,000 compounds, 0.91% hits | AlphaScreen MITF homodimerization, bead proximity signal | AID 1259374, 2018; in the data active means inhibition above about 50%;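 further: 0% = vehicle wells with protein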
GPR151 ag = activators of human GPR151, primary screen, cell-based, PathHunter beta-arrestin, luminescence | PathHunter beta-arrestin GPR151 cells | activation, % at 11.2 µM | 650,000 compounds, 1% hits; in the data active means activation above about 4.9%;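 further: 0% = median of compound wells and 100% = cells with positive control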
Target sequence (Q8TDV0 whole entry, looked up): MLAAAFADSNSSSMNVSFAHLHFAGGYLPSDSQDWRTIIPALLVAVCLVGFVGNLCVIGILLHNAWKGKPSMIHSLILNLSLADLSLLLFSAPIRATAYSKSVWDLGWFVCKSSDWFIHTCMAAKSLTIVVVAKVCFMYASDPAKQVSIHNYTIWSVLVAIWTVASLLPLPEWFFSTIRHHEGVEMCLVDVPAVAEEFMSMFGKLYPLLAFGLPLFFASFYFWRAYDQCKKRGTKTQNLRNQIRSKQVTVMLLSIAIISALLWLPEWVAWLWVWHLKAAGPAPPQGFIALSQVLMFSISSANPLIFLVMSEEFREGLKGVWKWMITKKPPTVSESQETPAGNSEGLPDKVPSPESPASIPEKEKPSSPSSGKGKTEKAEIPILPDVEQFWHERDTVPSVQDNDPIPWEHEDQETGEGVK
* = called active by the depositor; & = joins results of further samples.

SMILES | FBW7 activator | TEAD-YAP block | MITF inh | GPR151 ag
O=C(Nc1ccccc1SC(F)F)NS(=O)(=O)c1ccccc1Cl | -0.4 | 10.1 | 5.9 | 1.9
COc1ccc(/C(N)=N/OC(=O)c2ccc([N+](=O)[O-])c(C)c2)cc1OC | 0.1 | -0.7 | 7.2 | -0.9
COc1cccc(C(=O)OCc2cccc([N+](=O)[O-])c2)c1OC | -0.1 | 4.8 | 3.2 | -0.1
O=C(Nc1ccc(-c2nc3cccnc3s2)cc1)C1CC1 | 0.1 | 74.7* | 9.9 | -4.1
O=C(O)CC(c1ccccc1F)n1cccc1C(=O)C(F)(F)F (stereo unspecified) | 0.2 | -3.6 | 15.0 | 1.3
CC(C)OC(=O)c1c(-c2ccc(Cl)cc2)csc1N | 0.0 | 4.1 | 6.7 | -0.5
CCN1CCN(C(=O)C2=CC(c3ccc(OC)cc3)=NS(=O)(=O)N2C)CC1 | 0.0 | -3.8 | 9.8 | -1.1
c1ccc(CN2CCC(Nc3nc(Nc4ccc(N5CCOCC5)cc4)nc4c3ncn4-c3ccccc3)CC2)cc1 | -0.2 | -8.0 | 6.4 | -0.6
Cc1cc([N+](=O)[O-])c(N2CCCC2)cc1NC(=S)NC(=O)c1ccccc1Cl | -0.1 | -2.0 | 7.1 | 1.6
Cc1ccc(N=c2ssc3c2-c2cc(C)cc(C)c2NC3(C)C)cc1 | 0.1 | 5.1 | 10.4 | -0.2
Cc1ccc(NCc2ccc(O)c3ncccc23)cc1 | -1.8 | 1.6 | 53.0* | -0.7
CCC(C(=O)N1CCN(C)CC1)n1nc(C)n2c(cc3sccc32)c1=O (stereo unspecified) | -0.1 | -6.9 | 22.7 | 0.0
O=C1N(Cc2cccc(C(F)(F)F)c2)CCN1c1ccc(F)cc1 | 0.1 | -11.0 | -3.5 | -0.4
CCOc1cc(C2C(C(=O)OCc3ccccc3)=C(C)NC(C)=C2C(=O)OCc2ccccc2)ccc1O | 0.6 | 5.1 | 12.6 | -0.9
COc1ccc(C(c2sc3nc(C)nn3c2O)N2CCCC(C)C2)cc1OC (stereo unspecified) | 0.0 | -8.4 | -11.1 | -0.8

Molecules above that contain an aryl methoxy group:
SMILES | FBW7 activator | TEAD-YAP block | MITF inh | GPR151 ag
COc1ccc(/C(N)=N/OC(=O)c2ccc([N+](=O)[O-])c(C)c2)cc1OC | 0.1 | -0.7 | 7.2 | -0.9
COc1cccc(C(=O)OCc2cccc([N+](=O)[O-])c2)c1OC | -0.1 | 4.8 | 3.2 | -0.1
CCN1CCN(C(=O)C2=CC(c3ccc(OC)cc3)=NS(=O)(=O)N2C)CC1 | 0.0 | -3.8 | 9.8 | -1.1
COc1ccc(C(c2sc3nc(C)nn3c2O)N2CCCC(C)C2)cc1OC (stereo unspecified) | 0.0 | -8.4 | -11.1 | -0.8

(next part)
SMILES | FBW7 activator | TEAD-YAP block | MITF inh | GPR151 ag
O=C(Nc1ccc(Br)cc1F)c1cccc(Cl)c1 | -0.1 | -40.2 | -0.3 | 0.0
CCN1CCN(C(=O)C2CCN(S(=O)(=O)c3cccc4nsnc34)CC2)CC1 | 0.0 | 3.4 | 0.7 | -0.9
Cc1ccc(-n2cc(-c3ccccc3)c3c(NCc4ccccc4Cl)ncnc32)cc1 | 0.1 | -3.4 | 4.3 | 0.5
COC(=O)C1=C(C)NC(SCC(=O)Nc2ccc(C)cc2)=C(C#N)C1c1ccccc1Cl (stereo unspecified) | 0.1 | -5.8 | -6.4 | 0.4
Cc1ccc(N2C(=O)c3cc(N4CCN(c5ccccc5Cl)CC4)c([N+](=O)[O-])cc3C2=O)cc1 | -0.1 | 2.1 | -9.3 | -0.4
N#C/C=C1\NC(=O)c2ccccc2S1 | 0.0 | -11.5 | -3.1 | 0.3
O=C(/C(=C\O)c1ncc[nH]1)c1ccccc1 | 0.0 | -4.5 | 1.3 | 0.6
O=C(Cn1sc2ccccc2c1=O)NCc1ccccc1F | -0.2 | 1.2 | 5.2 | 0.0
Cc1ccc(CNS(=O)(=O)c2cc(C(=O)Nc3cccc(Cl)c3)ccc2F)cc1 | -0.2 | -1.2 | 12.4 | -0.9
Cc1nn(C(C)C(=O)NCc2cccs2)c(=O)c2cc3sccc3n12 (stereo unspecified) | 0.1 | -5.3 | 5.4 | 0.4
C=CCNC(=O)NC(=O)COC(=O)C(CCSC)NC(=O)c1ccccc1OC (stereo unspecified) | -0.1 | -6.9 | -3.9 | 0.6
Cc1ccc(N(C)S(=O)(=O)c2nnc(NC(=O)COc3ccccc3)s2)cc1 | 0.0 | 2.4 | 4.6 | 1.8
C=CCn1c(CCNC(=O)C(C)(C)C)nc2ccccc21 | 0.1 | -3.2 | 5.7 | -0.6
O=C(NNC1CC(=O)N(c2ccccc2Cl)C1=O)c1ccccc1 (stereo unspecified) | 0.1 | 3.9 | 1.6 | 1.3
CCCN1C(=O)CC(C(=O)OC)C12CCN(Cc1ccc3c(c1)CCO3)CC2 (stereo unspecified) | -0.1 | 2.5 | -9.1 | 0.9
O=C(CN1CCC2(CC1)NC(=O)N(Cc1ccc(F)cc1)C2=O)c1ccccc1 | 0.6 | 5.1 | -3.4 | 1.1
CC(NC(=O)/C(=C/c1ccc2c(c1)OCO2)NC(=O)c1ccco1)C(=O)O (stereo unspecified) | -0.1 | 5.6 | 4.3 | -1.2
CC(=O)c1c(C(C)=O)c(C)n(CCc2c[nH]c3ccccc23)c1C | 0.0 | 0.3 | 0.2 | 3.7
CCCNC(=O)CN1C(=O)NC(CCc2ccccc2)C1=O (stereo unspecified) | 0.1 | -1.2 | -0.8 | 1.6
CCn1cc(C(=O)O)c(=O)c2cc(F)c(N3CCNCC3)cc21 | -0.2&0.1&0.0 | -2.0 | -9.0&20.6&0.8 | 2.1&0.2&2.6
CC(C)CC(=O)Nc1ccc(-c2cnc(-c3ccc(NC(=O)CC(C)C)cc3)nc2)cc1 | 0.2 | -14.7 | 16.9 | 2.7
CC(=O)c1ccc(OCCCN2CCN(C)CC2)cc1 | -0.3 | 0.6 | 36.8 | 0.0
CCn1c(SCc2ccc(Br)cc2)nnc1-c1ccncc1 | 0.1 | 8.4 | 19.4 | -0.5
Cn1ncc(-c2ccnc(Nc3ccc(N4CCOCC4)cc3)c2)c1Nc1ccccc1 | -0.7 | 19.9 | -3.6 | 2.0
COc1ccc(CCNc2cc(C)nc(N3CCOCC3)n2)cc1 | -0.1 | -9.5 | 2.1 | 1.5
CC1CCC2(CC1)NC(=O)N(CN1CCc3ccccc3C1)C2=O (stereo unspecified) | 0.1 | -6.6 | 0.3 | 0.5
Cc1sc2ncnc(SCC(=O)NNC(=O)CC34CC5CC(CC(C5)C3)C4)c2c1C | 0.8 | 3.6 | 0.9 | -0.5
O=C(Nc1nc2c(s1)CCc1ccccc1-2)C1CCCO1 (stereo unspecified) | 0.1 | -10.6 | -12.7 | 0.0
CCc1nc2sc3c(c2c2nnc(SCC(=O)NNC(C)=O)n12)CCC(C)C3 (stereo unspecified) | 0.5 | 8.8 | 27.0 | -1.3
COCCOC(=O)C1=C(C)N=C2SCCC(=O)N2C1c1ccc(OCCC(C)C)cc1 (stereo unspecified) | 0.1 | -24.1 | -13.2 | -0.2
N#Cc1cc2c(N)c(C(=O)c3ccc4c(c3)OCO4)sc2nc1N | 5.1* | -1.3 | -0.7 | 0.7
COc1ccc(OC)c(NC(=O)C(C)Oc2ccc(Br)cc2)c1 (stereo unspecified) | -0.2 | 0.2 | -2.3 | 4.9
O=C1C2CCCCC2C(=O)N1c1ccc(C(=O)n2cc(Br)cn2)cc1 (stereo unspecified) | 0.0 | -4.8 | 14.0 | -1.2
O=c1[nH]nc(SCc2ccccc2)c(=S)[nH]1 | 0.2 | 2.9 | 11.4 | 0.3
N#CC1=C(N)n2c(s/c(=C/c3cccs3)c2=O)=C(C#N)C1c1cccs1 (stereo unspecified) | 0.1 | 5.4 | 7.5 | -1.3
O=C(c1ccc(Cl)c(S(=O)(=O)N2CCOCC2)c1)N1CCOCC1 | -0.1 | -1.9 | -3.7 | 0.3
COc1ccc(OC)c(NC(=O)N2CCC(CN3CCCCCC3)CC2)c1 | 0.0 | 1.5 | 15.4 | -0.5
Cc1cc(C2C(C#N)=C(N)N(c3cccc(C(F)(F)F)c3)C3=C2C(=O)CCC3)c(C)s1 (stereo unspecified) | -0.1 | -29.6 | -2.3 | 0.1
Cc1ccc(CNC(=O)C2CCN(C(=O)NC3CCCCC3)CC2)cc1 | 0.2 | 2.9 | 8.5 | 0.6
Fc1ccc(CN2CCN(C3c4ccccc4-c4ccccc43)CC2)cc1 | 0.2 | -16.9 | 15.4 | -1.7
CCCCOc1ccc(C(=O)On2c(C)nc3ccccc3c2=O)cc1 | 0.2 | -1.3 | 15.4 | -2.4
COc1ccc(-c2cc(C(=O)NCCCN3CCOCC3)c3ccccc3n2)cc1 | 0.8 | 7.1 | 8.6 | -1.5
CCOC(=O)C1C(=O)CC(C)(O)C(C(=O)OCC)C1c1ccc(Cl)c(Cl)c1 (stereo unspecified) | 0.6 | 0.6 | 4.5 | 0.3
O=C1OC(/C=C\c2cccc([N+](=O)[O-])c2)=NC/1=C/c1ccc(F)cc1 | 0.1 | 5.9 | 6.2 | 0.2
CS(=O)(=O)N1CCN(C(=O)c2cccc(C(F)(F)F)c2)CC1 | 0.0 | 5.6 | -7.7 | 0.0
CCOc1ccc(/C=C/C(=O)O)cc1 | -0.1 | 3.6 | 5.0 | 0.4
COC(=O)NC(=S)Nc1ccc(Oc2ccc(Cl)cc2Cl)cc1 | 0.0 | 6.0 | 0.0 | -0.7
CCOc1ccc(NC(=O)N2CCCC2C(=O)Nc2c(OC)cccc2OC)cc1 (stereo unspecified) | 0.0 | -1.6 | 1.5 | 1.0
COc1cc(C(=O)Nc2c3c(nn2-c2ccc([N+](=O)[O-])cc2)CSC3)cc(OC)c1OC | 0.4 | 10.8 | 5.5 | -0.3
C=CCc1c(C)c(C#N)c2nc3ccccc3n2c1NCCOC | 0.1 | -3.4 | -32.6 | -1.4
CC(=O)NCCNCC(=O)Nc1ccc(-c2ccccc2)cc1 | -0.2 | -11.4 | 35.3 | 0.0
Cc1cccc(N(CC(=O)Nc2cccnc2)S(C)(=O)=O)c1C | 0.1 | -0.9 | 2.0 | 0.6
O=C(N/N=C/c1cc(I)ccc1O)c1cccc(F)c1 | 0.1 | -12.8 | 28.4 | -1.1
C=CCn1c(CC(=O)Nc2cccc(OC)c2)nnc1SCC(=O)NC1CCCCC1 | -0.1 | -6.6 | 1.6 | -0.4
CCOc1ccccc1OCCCC(=O)Nc1ccc(C(C)=O)cc1 | -0.1 | -16.4 | -7.3 | -1.3
COc1cccc(NS(=O)(=O)c2cnc[nH]2)c1 | -0.1 | 0.5 | 10.5 | 1.5
O=C(CSC1=Nc2ccccc2C2=NC(Cc3ccccc3)C(=O)N12)NC1CCCCC1 (stereo unspecified) | -0.2 | 5.6 | 11.6 | 4.8
O=C1c2ccccc2NC(c2ccc3c(c2)OCO3)N1Cc1ccccc1 (stereo unspecified) | 0.0 | -6.4 | -0.9 | 0.1
COc1cccc(/C(C)=N/N=C(N)N)c1 | -0.3 | -1.2 | 4.0 | 0.1
CCc1ccc(OCC(O)Cn2c(N3CCNCC3)nc3c2c(=O)[nH]c(=O)n3C)cc1 (stereo unspecified) | 0.3 | 8.2 | 13.1 | 0.7

Compound profiles, as listed above:
COc1cccc(/C(C)=N/N=C(N)N)c1 across the screens: FBW7 activator: -0.3; TEAD-YAP block: -1.2; MITF inh: 4.0; GPR151 ag: 0.1
O=C(N/N=C/c1cc(I)ccc1O)c1cccc(F)c1 across the screens: FBW7 activator: 0.1; TEAD-YAP block: -12.8; MITF inh: 28.4; GPR151 ag: -1.1

Next part
SMILES | FBW7 activator | TEAD-YAP block | MITF inh | GPR151 ag
CCOC(=O)c1c(NC(=O)Cc2ccc(Cl)cc2)sc(C(=O)Nc2cccc(OC)c2)c1C | 0.0 | 8.5 | 5.2 | 0.4
CSC1=NSC2=NC(=O)/C(=C\c3ccccc3)C(=N)N12 | 0.1 | -77.6 | 6.5 | -0.4
COC(=O)c1cc(-c2ccc(/C=C3\C(=O)N(c4cccc(C(F)(F)F)c4)N=C3C)o2)ccc1Cl | 0.1 | -5.1 | -1.1 | 0.7
CCOc1ncccc1C(=O)Nc1nnc(C)s1 | 0.1 | -0.4 | -3.2 | 1.3
CN1CCc2c(sc(NC(=O)c3cc4ccccc4oc3=O)c2C(N)=O)C1 | 0.0 | -13.8 | 5.5 | -1.1
Cc1cc(=O)[nH]c2nnc(SCC(=O)N3CCC(C)CC3)n12 | -0.2 | -7.3 | 0.1 | -1.3
O=C(NCCCC(=O)N1c2ccccc2Sc2ccccc21)c1ccc2nccnc2c1 | 0.0 | 10.6 | 9.0 | 1.1
CCCCCn1c(SCC(=O)c2ccccc2)nc2cc(C(=O)N3CCc4ccccc4C3)ccc2c1=O | -0.1 | -4.5 | -6.8 | -0.9
O=C(CCN1CCN(S(=O)(=O)c2ccc(Br)cc2)CC1)Nc1ccc(F)cc1 | 0.0 | -1.9 | -15.9 | 1.9
O=C(Nc1ccc(Cl)c(Cl)c1)OCc1ccco1 | 0.0 | -15.1 | 3.7 | 6.0*
Cc1cc(-c2nnc(SCC(=O)N3C(C)CCCC3C)o2)no1 (stereo unspecified) | 0.9 | -4.8 | 13.9 | -0.3
OCC1CCN(C2CCCN(Cc3ccc4nonc4c3)C2)CC1 (stereo unspecified) | 0.1 | -3.5 | -0.3 | 5.9*
O=c1oc(-c2ccco2)nc2ccccc12 | 0.3 | 1.1 | 9.0 | -3.1
